Bioassay records deposited in PubChem BioAssay by several laboratories.
PPARg SRC1 recr: promotes SRC-1 coactivator recruitment by human PPARgamma. P37231. PPARgamma-SRC-1 coactivator recruitment biochemical assay. activation, % at 8 µM. 200,000 tested, 0.41% active. AID 631; in the data active means activation above about 19%;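 further: 0% = DMSO and 100% = reference agonist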
TLR4-MyD88 BLA: blocks binding of human TLR4 to MyD88. inhibition, % at 8.4 µM. 200,000 tested, 0.18% active. HeLa CL3-4 TLR4/MyD88 BLA complementation, FRET ratio; in the data active means inhibition above about 25%;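 further: 0% = vehicle and 100% = reference inhibitor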
Target sequence (O00206 whole entry, looked up): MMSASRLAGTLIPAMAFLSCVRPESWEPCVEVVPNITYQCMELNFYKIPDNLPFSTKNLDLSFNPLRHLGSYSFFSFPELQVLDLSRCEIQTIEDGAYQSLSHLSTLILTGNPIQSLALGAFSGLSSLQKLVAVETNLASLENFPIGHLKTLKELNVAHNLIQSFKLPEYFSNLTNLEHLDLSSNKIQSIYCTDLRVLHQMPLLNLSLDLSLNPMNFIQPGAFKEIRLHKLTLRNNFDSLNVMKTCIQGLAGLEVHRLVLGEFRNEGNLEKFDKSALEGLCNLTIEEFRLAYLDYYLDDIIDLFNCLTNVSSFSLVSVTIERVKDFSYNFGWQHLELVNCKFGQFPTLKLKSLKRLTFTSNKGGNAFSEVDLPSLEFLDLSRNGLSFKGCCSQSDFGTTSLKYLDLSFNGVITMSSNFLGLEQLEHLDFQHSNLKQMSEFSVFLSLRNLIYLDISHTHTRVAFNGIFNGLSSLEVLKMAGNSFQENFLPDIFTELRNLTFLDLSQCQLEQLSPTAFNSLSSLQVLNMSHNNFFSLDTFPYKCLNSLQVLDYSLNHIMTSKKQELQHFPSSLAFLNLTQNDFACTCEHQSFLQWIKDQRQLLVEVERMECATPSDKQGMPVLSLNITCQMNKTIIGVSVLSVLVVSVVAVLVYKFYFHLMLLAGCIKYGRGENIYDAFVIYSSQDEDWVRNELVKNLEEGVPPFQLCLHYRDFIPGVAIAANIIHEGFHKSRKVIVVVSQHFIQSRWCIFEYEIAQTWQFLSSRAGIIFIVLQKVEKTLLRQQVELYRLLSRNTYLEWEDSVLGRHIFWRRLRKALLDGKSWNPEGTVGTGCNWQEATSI
Target sequence (Q99836 whole entry, looked up): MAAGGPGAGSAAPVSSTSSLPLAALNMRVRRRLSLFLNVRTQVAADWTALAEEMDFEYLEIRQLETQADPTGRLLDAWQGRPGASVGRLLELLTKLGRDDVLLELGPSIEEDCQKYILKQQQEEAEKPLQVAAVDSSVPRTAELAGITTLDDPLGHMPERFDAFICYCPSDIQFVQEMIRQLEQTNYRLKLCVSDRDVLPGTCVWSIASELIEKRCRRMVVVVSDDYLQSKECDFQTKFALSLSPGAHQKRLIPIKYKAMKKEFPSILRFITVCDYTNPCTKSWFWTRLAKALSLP
ROMK primary: modulates human ROMK potassium channel activity | P48048 | Tet-inducible ROMK, thallium flux fluorescence; actives lie on both sides | B-score at 10 µM | 130,000 tested, 2% active | AID 1918;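 active means signal ratio slope over the read window, or its plate-corrected B-score, at least 3 SD from the plate mean, either direction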;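 further: B-score of the F/F0 ratio slope over 7 to 12 s after thallium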
L major viab: Leishmania major promastigote growth inhibition. Leishmania major promastigotes, resazurin fluorescence viability. inhibition, % at 10 µM. 200,000 tested, 9% active. AID 1063; in the data active means inhibition above about 50%;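 further: promastigotes grown with compound for 44 hours at 28 °C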
DTT redox prof: compounds producing H2O2 with reducing agent – biochemical, NIH compound library profiling, artefact control for MLSCN library redox annotation, primary screen; 200,000 tested, 0.03% active; activation, % at 10 µM; DTT-dependent redox cycling H2O2, phenol red/HRP absorbance; 100% = 100 µM peroxide control, 0% = buffer; AID 878;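 active means activation of at least 50% relative to the plate's high and low controls in the primary single-dose screen; inactive means activation below 50%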;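 further: compound incubated with DTT at 0.8 mM final as the reducing agent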
SRC2 TRFRET art: TR-FRET artefact, counter-screen to PPARgamma/SRC-2 agonist assay; hits give high values; TR-FRET ratio at 8 µM; 200,000 tested, 0.4% active; AID 1049; in the data active means TR-FRET ratio above about 2000; further: inactives centre near 1500; reference of the scale not given here
bIAP inh: blocks bovine intestinal alkaline phosphatase activity; purified bovine IAP, CDP-star luminescence, 30 min; inhibition, % at 20 µM; 190,000 tested, under 10 active; AID 1019;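 active means over 50% inhibition of intestinal alkaline phosphatase at 20 µM in the single-dose screen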
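System: purified bovine intestinal alkaline phosphatase (IAP) enzyme; Input: IAP diluted 1/65,000,000 in the well; Measured by: CDP-star luminescence signal; Compound dosing: 20 µM single dose; Incubation: 30 min reaction at room temperature.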
PPARg SRC-3 ag: agonists of human PPARgamma SRC-3 coactivator recruitment | P37231 | biochemical PPARgamma/SRC-3 coactivator recruitment assay | activation, % at 8 µM | 200,000 tested, 0.26% active; in the data active means activation above about 23%;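 further: 0% = DMSO and 100% = reference agonist; some compounds past the cut are filed as inactive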
S1P3 antag: blocks the human S1P3 receptor; Q99500; CHO S1P3 NFAT-BLA reporter, FRET fluorescence, antagonist mode; inhibition, % at 4.98 µM; 170,000 tested, 0.27% active; AID 485;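 active means inhibition above the plate cutoff, the mean inhibition of test wells on that plate plus 3 SD, cut at about 28% in these data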;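 further: cells challenged with S1P at its EC80 of 0.8 µM; blue over green emission ratio from cleaved BLA substrate after 4 h stimulation; 0% = S1P-stimulated wells and 100% = unstimulated DMSO-only wells; some compounds past the cut are filed as inactive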
bIAP act: intestinal alkaline phosphatase (bovine) activation; purified bovine IAP, CDP-star luminescence, 30 min; hits give high values; fold of DMSO-control signal, blank-subtracted; activation factor at 20 µM; 200,000 tested, 0.17% active;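 active means activation factor of 2 or more at 20 µM, a signal rise over negative controls twice the positive control's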
PPARg SRC2 recr: PPARgamma-driven SRC-2 recruitment agonism. activation, % at 8 µM. 200,000 tested, 0.34% active. PPARgamma LBD-SRC-2 recruitment, biochemical. P37231; in the data active means activation above about 22%;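 further: 0% = vehicle and 100% = reference agonist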
Active calls of the source: *; x = no result given. Rows are unselected; any-hit rate near 11%.

entry	SMILES	PPARg SRC1 recr	TLR4-MyD88 BLA	ROMK primary	L major viab	DTT redox prof	SRC2 TRFRET art
1	CCN(Cc1cc2cc(C)ccc2[nH]c1=O)C(=O)c1cccc(OC)c1	-1	4	-0.0085	21	0.0	1331
2	Cn1nnnc1SCC(=O)NCc1ccc2c(c1)OCO2	-1	7	0.13	-1	-0.3	1540
3	O=C(Cn1ncc2c1-c1ccccc1OC2)Nc1cccc(Cl)c1	1	-3	x	14	-0.7	1605
4	COc1ccc(C(C(=O)NCc2ccccc2)N(Cc2ccc3c(c2)OCO3)C(=O)c2cnccn2)cc1 (stereo not drawn)	-4	3	-2	9	0.3	1372
5	COc1ccc(CNC(=O)c2cnccn2)cc1	5	8	-0.043	-2	0.1	1412
6	CCOC(=O)c1ccc(NC(=O)CSc2nnc(C3CC3)n2CC)cc1	1	0	x	-1	-1.1	1795
7	C/C(=N\NC(=O)c1ccc(NS(=O)(=O)c2cccs2)cc1)c1ccc2ccccc2c1	2	-2	0	6	-0.3	1312
8	O=C(NN1C(=O)C2C3C=CC(O3)C2C1=O)c1ccncc1 (stereo not drawn)	9	4	1.5	-6	-0.3	1611
9	Cc1cc(N2CCCCCC2)nc2ccccc12	3	-2	x	91*	-4.0	1447
10	COc1cc2c(C(=O)NCc3ccccn3)cn(C)c(=O)c2cc1OC	-1	1	1.2	9	-0.1	1324
11	Cc1ccc(OCC(=O)Nc2ccc(S(=O)(=O)Nc3ccccn3)cc2)cc1	2	4	1.2	-4	0.3	1453
12	CC(C)(C)NC(=O)CSc1nncn1NCc1cccc2ccccc12	1	5	-0.71	-2	-0.5	1601

entry	bIAP inh	PPARg SRC-3 ag	S1P3 antag	bIAP act	PPARg SRC2 recr
1	38	-16	4	0.6	-10
2	3	-1	6	1	7
3	24	0	x	0.8	3
4	8	-4	x	0.9	0
5	27	0	x	0.7	7
6	0	8	x	1	3
7	0	-3	-18	1	-6
8	16	4	-6	0.8	0
9	25	-1	x	0.7	-1
10	1	-6	x	1	-9
11	-3	-5	5	1	-6
12	4	-13	x	1	6

Carrying on:
entry	SMILES	PPARg SRC1 recr	TLR4-MyD88 BLA	ROMK primary	L major viab	DTT redox prof	SRC2 TRFRET art
13	CCOC(=O)C/C(N)=N/NC(=O)c1ccc(Cl)cc1Cl	10	-13	-0.0066	2	-1.2	1662
14	CCOC(=O)N1CCC(N2C(=O)c3ccc(C(=O)NCc4ccc(F)cc4)cc3C2=O)CC1	4	-1	x	-6	-2.6	1607
15	O/N=C/c1cn(-c2ccccc2)nn1	6	-7	-0.69	-5	-0.5	1508
16	Cc1ccc(-n2c(N)c(C(=O)N3CCCCC3)sc2=S)cc1	1	0	-1.1	1	-0.1	1533
17	CC(/C=C/c1ccccc1)=N/NC(=O)CCC(=O)Nc1ccccc1C	0	-7	0.0072	-6	0.0	1503
18	CC(=O)c1cnc(Nc2nc(C)c3cc(C)ccc3n2)nc1C	0	-6	0.87	-1	2.8	1475
19	CCCCN1C(=O)C(O)(CC(=O)c2c(C)n[nH]c2C)c2cc(Br)ccc21 (stereo not drawn)	3	-11	x	-1	2.4	1570
20	Cc1ccc(NC(=O)CN(C)CC(=O)Nc2ccc(F)c(Cl)c2)cc1	1	0	-1.4	13	-2.1	1637
21	O=C(Nc1cccc(C(F)(F)F)c1)c1cccnc1NCCc1ccccc1	9	-19	x	21	1.0	1626
22	Cc1nnc(NC(=O)C2CCN(c3nnnn3-c3ccccc3)CC2)s1	-11	7	x	-4	2.1	1531
23	Cc1ccc(C2C3=C(CC(C)(C)CC3=O)NC3=C2C(=O)c2ccccc23)cc1 (stereo not drawn)	4	-3	0.2	36	-0.3	1474
24	CCN(CC)S(=O)(=O)c1cc(NS(=O)(=O)c2cccc(Cl)c2Cl)ccc1C	10	-5	-1.4	-1	-0.1	1527

entry	bIAP inh	PPARg SRC-3 ag	S1P3 antag	bIAP act	PPARg SRC2 recr
13	-17	5	15	1.2	7
14	11	5	-3	0.9	-3
15	-12	-1	-4	1.1	-7
16	3	9	-19	1	2
17	18	-1	-5	0.8	-2
18	x	-5	14	x	-3
19	-6	3	4	1.1	5
20	-8	-1	-12	1.1	2
21	-8	4	11	1.1	5
22	4	-4	-38	1	-9
23	-7	3	4	1.1	0
24	28	-4	-1	0.7	-2

Ordered by the number under PPARg SRC1 recr (low to high): four of the compounds above
#	Structure	PPARg SRC1 recr
22	Cc1nnc(NC(=O)C2CCN(c3nnnn3-c3ccccc3)CC2)s1	-11
16	Cc1ccc(-n2c(N)c(C(=O)N3CCCCC3)sc2=S)cc1	1
21	O=C(Nc1cccc(C(F)(F)F)c1)c1cccnc1NCCc1ccccc1	9
24	CCN(CC)S(=O)(=O)c1cc(NS(=O)(=O)c2cccc(Cl)c2Cl)ccc1C	10

Copied from the list:
In ROMK primary, entry 17 is listed with 0.0072
In S1P3 antag, entry 13 is listed with 15
In SRC2 TRFRET art, entry 15 is listed with 1508

(listing goes on)
entry	SMILES	PPARg SRC1 recr	TLR4-MyD88 BLA	ROMK primary	L major viab	DTT redox prof	SRC2 TRFRET art
25	COc1ccc(OC)c(CN(CCN2CCOCC2)C(=O)Nc2cccc(Cl)c2)c1	-1	10	-1.6	2	2.0	1556
26	Brc1cccc(-c2nnc(SCc3ccon3)n2-c2ccccc2)c1	2	-9	x	0	-2.1	1615
27	CC(C)CNc1nc(Oc2ccc(=O)[nH]n2)nc(N(C)C)n1	-3	-1	-0.31	-3	0.2	1349
28	C/C=C/c1ccc(OCCN2C(=O)NC(C)(C)C2=O)c(OC)c1	-9	14	0.8	-1	-0.4	1510
29	S=c1[nH]nc(Cc2cccs2)n1-c1ccccc1Cl	3	3	0.0035	-6	-1.5	1720
30	O=C(NCCCO)c1ccc(CSc2nc3ccccc3[nH]2)cc1	5	7	0.87	-2	0.1	1414
31	CCc1noc(C)c1C(=O)Nc1sc(C(=O)N(C)C)c(C)c1C(=O)OC	0	5	0.66	6	0.3	1309
32	O=C(CSc1nnnn1C1CCCCC1)NCc1ccccc1	-8	-4	x	3	3.0	1447
33	CCOc1ccc(NC(=O)Nc2ccc3c(c2)N(C)C(=O)CS3)cc1	7	5	x	-2	-0.2	1834
34	Cc1c(NC(=O)C(C)OC(=O)/C=C/c2ccccc2)c(=O)n(-c2ccccc2)n1C (stereo not drawn)	6	4	0.35	22	-2.3	1670
35	OCC1N=C(c2ccccn2)OC1c1ccccc1 (stereo not drawn)	8	0	x	-7	1.1	1662
36	CCOC(=O)CNc1nc2ccccc2n2c(C)nnc12	14	3	1.3	20	0.5	1600

entry	bIAP inh	PPARg SRC-3 ag	S1P3 antag	bIAP act	PPARg SRC2 recr
25	3	6	7	1	-5
26	6	6	-12	0.9	1
27	1	1	x	1	-3
28	-13	-6	16	1.1	-2
29	20	9	2	0.8	1
30	-11	4	-20	1.1	13
31	4	1	11	1	-2
32	20	-4	x	0.8	-1
33	0	5	23	1	4
34	4	3	-8	1	7
35	3	-1	-10	1	3
36	-18	1	-8	1.2	-1

(further entries)
entry	SMILES	PPARg SRC1 recr	TLR4-MyD88 BLA	ROMK primary	L major viab	DTT redox prof	SRC2 TRFRET art
37	O=C(NCc1ccccc1)N(Cc1cc2cc3c(cc2[nH]c1=O)OCCO3)CC1CCCO1 (stereo not drawn)	4	-9	-0.46	2	1.6	1416
38	O=C(Cn1cnnn1)OCC(=O)c1ccc(Cl)s1	18	-2	1.5	-6	-1.5	1680
39	O=C(COC(=O)CCCN1C(=O)c2ccccc2C1=O)Nc1cc(Cl)cc(Cl)c1	4	8	2.4	-4	0.5	1545
40	COc1ccc(OC)c(NC(=O)CCn2cccc2)c1	-2	7	0.056	-2	0.0	1315
41	CCOc1ccc(/C(CC)=N/NC(=O)C2(C)CC2(Br)Br)cc1 (stereo not drawn)	-4	13	x	58*	0.1	1463
42	Cc1sc(NC(=O)CSc2nnc(-c3ccc(F)cc3)o2)c(C#N)c1C	7	-5	x	6	1.2	1486
43	CC(C)c1ccc(NC(=O)c2cc(Br)ccc2Br)cc1	-1	10	-0.6	6	-1.4	1640
44	O=C(Nc1ccc(Cl)c(S(=O)(=O)N2CCOCC2)c1)c1cn2ccccc2n1	2	-1	-0.06	11	-0.2	1670
45	CCN(CC)c1ccc(NC(=O)c2ccc(Br)o2)cc1	10	5	x	6	-2.7	1612
46	O=C(Nc1nnc(-c2cccs2)o1)c1cccc(F)c1	2	1	x	94*	-3.8	1702
47	Cc1ccc(O)c(NC(=O)CSc2n[nH]c(C)c2[N+](=O)[O-])c1	7	-14	-1.1	1	-2.6	1766
48	Cc1ccc2c(N)c(C(=O)N(c3ccccc3)c3ccccc3)sc2n1	5	-9	0.028	26	1.4	1459

entry	bIAP inh	PPARg SRC-3 ag	S1P3 antag	bIAP act	PPARg SRC2 recr
37	0	-1	-22	1	-6
38	6	25	-22	0.9	13
39	22	-1	-7	0.8	5
40	8	1	10	0.9	0
41	x	2	19	0.4	0
42	11	2	-7	0.9	-6
43	-22	4	-7	1.2	16
44	5	2	-12	0.9	-2
45	18	-1	18	0.8	8
46	x	7	-9	x	12
47	-3	-2	-18	1	3
48	16	-4	x	0.8	3

Compounds 37 through 38 of the list above:
entry	SMILES	PPARg SRC1 recr	TLR4-MyD88 BLA	ROMK primary	L major viab	DTT redox prof	SRC2 TRFRET art
37	O=C(NCc1ccccc1)N(Cc1cc2cc3c(cc2[nH]c1=O)OCCO3)CC1CCCO1 (stereo not drawn)	4	-9	-0.46	2	1.6	1416
38	O=C(Cn1cnnn1)OCC(=O)c1ccc(Cl)s1	18	-2	1.5	-6	-1.5	1680

entry	bIAP inh	PPARg SRC-3 ag	S1P3 antag	bIAP act	PPARg SRC2 recr
37	0	-1	-22	1	-6
38	6	25	-22	0.9	13

New compounds follow
entry	SMILES	PPARg SRC1 recr	TLR4-MyD88 BLA	ROMK primary	L major viab	DTT redox prof	SRC2 TRFRET art
49	Cc1nc2ccc(S(=O)(=O)NCC(=O)N3CCCC(C)C3)cc2s1 (stereo not drawn)	-1	10	0.077	7	0.3	1602
50	COc1ccc(C(=O)COC(=O)CCN2C(=O)C3C4CC(C(Br)C4Br)C3C2=O)cc1 (stereo not drawn)	2	5	x	-5	-4.0	1767
51	C/C(=N\N=C\c1ccc(N(C)C)cc1)c1cccc([N+](=O)[O-])c1	-6	9	-0.0079	-5	3.5	1482
52	CCOC(=O)c1nn(-c2ccc(OCC)cc2)c2nc(CC(C)C)c(C#N)c(=O)n12	-3	2	-1.3	-10	1.2	1433
53	CC1CCCC(C)N1CC(O)COc1c(F)cc(Br)cc1F (stereo not drawn)	1	-12	-0.18	74*	0.4	1522
54	Cn1c(Cn2c(=O)sc3ccccc32)nnc1SCc1cccnc1	-6	3	x	-3	-1.2	1575
55	C[C@H](NC(=O)OC(C)(C)C)c1nnc(SCC(=O)c2ccc(Cl)cc2)o1	-1	7	x	-3	1.8	1475
56	O=C(Nc1nc(-c2cccnc2)cs1)c1ccccc1Cl	11	1	-0.1	-1	-0.1	1689

entry	bIAP inh	PPARg SRC-3 ag	S1P3 antag	bIAP act	PPARg SRC2 recr
49	0	-7	-3	1	3
50	9	9	x	0.9	5
51	10	0	2	0.9	8
52	-8	20	x	1.1	5
53	15	0	-5	0.8	-7
54	9	-4	-21	0.9	-6
55	-4	-1	16	1	-9
56	4	2	-5	1	10
